IL1B secr inh – qHTS for Inhibitors of Inflammasome Signaling: IL-1-beta AlphaLISA Primary Screen; activity change, % at 57.5 µM; AID 743279, 2014; 360,000 tested, 4.7% active; THP-1 LPS/ATP IL-1B secretion, AlphaLISA, 16 h; hits give low values; in the data active = activity change below about -50%; inconclusive = mostly about -30% to -49%; also: % is scaled to controls: 0 for no effect and ±100 for the full control effect
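THP-1 cells pretreated 1 hr with compounds (up to 57.5 uM final), then stimulated with LPS (250 ng/mL final) plus ATP (1.25 mM final); secreted IL-1B measured by AlphaLISA after 16 hr, decreased signal indicating inhibition.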
KB-3-1 cytotox – qHTS assay for MDR1-selective chemotherapeutics: Primary screen using the parental adenocarcinoma cell KB-3-1 | 400,000 tested, 1.4% active | Potency, µM (highest dose often 46.1 µM), for inactives: at the highest dose activity change, negative = cytotoxic, usual class: cytotoxic | KB-3-1 viability, CellTiter-Glo ATP luminescence, 72 h | AID 1347075, 2019; also: potency is read from the fitted curve at half-maximal effect; % is scaled to controls: 0 for no effect and ±100 for the full control effect; nearly all actives have a fitted effect of over 60% in size
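72 h, 37 °C compound treatment of KB-3-1 parental cells; CellTiter-Glo added, 10 min, luminescence read. Data corrected against DMSO-only plates and normalized before curve fitting.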
SW480 rereplic – A quantitative high throughput screen for small molecules that induce DNA re-replication in SW480 colon adenocarcinoma cells; Potency, µM (highest dose often 46.1 µM), for the others: at the top dose re-replication activation, usual class: activators; 340,000 tested, 1.8% active; SW480 DNA re-replication, Hoechst DNA content imaging, 48 h; also: potency is read from the fitted curve at half-maximal effect; % of control where 0% means no effect; nearly all actives have a fitted effect of over 55% in size
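SW480 cells exposed to compounds for 48 hr at 37 C, 5% CO2, then Hoechst-stained 40 min. Nuclear DNA content imaged by fluorescence scanning (405 nm excitation, 500-530 nm emission); re-replication scored as increased high-intensity nuclei.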
DRD3 antagonist – qHTS of D3 Dopamine Receptor Antagonist: qHTS; AID 652054, 2013; max response, negative = inhibition, %; D(3) dopamine receptor (Homo sapiens), P35462; D3R cells, DiscoveRx beta-arrestin luminescence, antagonist mode; hits give low values; 360,000 tested, 2.5% active; in the data active = max response below about -50%; inconclusive = no clear call, values can overlap the other calls; also: % is scaled to controls: 0 for no effect and ±100 for the full control effect; mostly tested at two doses, the higher about 12 µM
Target sequence (P35462 whole entry, looked up): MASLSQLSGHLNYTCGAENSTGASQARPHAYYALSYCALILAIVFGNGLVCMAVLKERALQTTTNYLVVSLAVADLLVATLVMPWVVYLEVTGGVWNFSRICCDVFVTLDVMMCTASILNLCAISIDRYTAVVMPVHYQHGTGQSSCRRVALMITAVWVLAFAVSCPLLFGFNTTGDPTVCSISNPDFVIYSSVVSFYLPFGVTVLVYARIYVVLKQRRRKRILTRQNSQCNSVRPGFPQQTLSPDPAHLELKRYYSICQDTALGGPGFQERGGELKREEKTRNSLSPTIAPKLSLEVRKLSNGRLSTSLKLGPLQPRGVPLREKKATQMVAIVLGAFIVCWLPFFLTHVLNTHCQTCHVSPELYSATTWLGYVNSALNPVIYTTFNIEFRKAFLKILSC
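Cells plated overnight at 1500 cells/well, then exposed to library compounds with dopamine controls for 90 minutes at 37 degrees C. DiscoveRx reagent added for 30–60 minutes at room temperature; luminescence read, quantitative HTS format.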
D3 ag – qHTS of D3 Dopamine Receptor Agonist: qHTS; D(3) dopamine receptor (Homo sapiens), P35462; D3R DiscoveRx beta-arrestin cells, luminescence, 90 min; max activation, %; 410,000 tested, 0.58% active; in the data active = max activation above about 30%; also: 0% is about no effect; mostly tested at two doses, the higher about 12 µM
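Agonist mode: compounds and dopamine controls were applied to plated cells for 90 min at 37 degrees C after an overnight attachment at 1500 cells/well. Luminescent read-out followed 30 - 60 minutes at room temperature with DiscoveRx detection reagent.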
KB-V1 cytotox – qHTS assay for MDR1-selective chemotherapeutics: Primary screen using the drug-selected MDR subline cells KB-V1; KB-V1 MDR cells viability, CellTiter-Glo, 72 h; Potency, µM (titrated, usually from 46.1 µM), without a hit: at the top dose activity change, negative = cytotoxicity, most hits filed as cytotoxic; 400,000 tested, 3.4% active; AID 1347076, 2019; also: potency is read from the fitted curve at half-maximal effect; % is scaled to controls: 0 for no effect and ±100 for the full control effect; nearly all actives have a fitted effect of over 60% in size
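In this primary screen, KB-V1 cells overexpressing P-gp are incubated with library compounds (lowest to highest concentration) for 72 h at 37 degrees C before a luminescent ATP viability read.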
HT1080 IDH1KD tx – qHTS for induction of synthetic lethality in tumor cells producing 2HG: qHTS for the HT-1080-IDH1KD cell line; HT-1080 IDH1 knockdown viability, ATP luminescence, 48 h; Potency, µM (top dose mostly 46.1 µM), without a hit: at the highest dose activity, negative = toxicity, hits mostly cytotoxic; 360,000 tested, 2% active;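 also: potency is read from the fitted curve at half-maximal effect; 0% = DMSO wells and -100% = cell-free medium wells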
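Knockdown cells (IDH1KD HT-1080) received compounds 2 h after plating at 750 cells/well and were kept 48 h at 37 °C in 5% FBS RPMI. A CellTiter-Glo luminescence read gave % activity for curve fitting.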
HT1080-NT tox – qHTS for induction of synthetic lethality in tumor cells producing 2HG: qHTS for the HT-1080-NT fibrosarcoma cell line. HT-1080-NT fibrosarcoma viability, CellTiter-Glo ATP luminescence, 48 h. Potency, µM (series often up to 46.1 µM), for inactives: at the top dose activity, negative = less viability, usual class: cytotoxic. 360,000 tested, 1.6% active;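 also: NT is the 2HG producing partner of a matched IDH1 knockdown line; potency is read from the fitted curve at half-maximal effect; 0% = DMSO-treated cells and -100% = media-only wells without cells; nearly all actives have a fitted effect of over 55% in size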
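Luminescent CellTiter-Glo readout after 48 hours of compound exposure at 37 degrees C defined viability of HT-1080-NT cells. Activity was normalized to DMSO wells and cell-free media wells; concentration-response curves were fitted and assigned curve classes.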
GLP1R ag – qHTS of GLP-1 Receptor Agonists; Glucagon-like peptide 1 receptor (Homo sapiens), P43220; HEK293 GLP-1R CRE-luciferase, luminescence, 4-6 h; cells express a hypersensitive GLP-1R form; Potency, µM (titrated, usually from 45.6 µM), for the others: at the top dose activation, usual class: activators; 380,000 tested, 0.007% active; also: potency is read from the fitted curve at half-maximal effect; % of control where 0% means no effect
Target sequence (P43220 whole entry, looked up): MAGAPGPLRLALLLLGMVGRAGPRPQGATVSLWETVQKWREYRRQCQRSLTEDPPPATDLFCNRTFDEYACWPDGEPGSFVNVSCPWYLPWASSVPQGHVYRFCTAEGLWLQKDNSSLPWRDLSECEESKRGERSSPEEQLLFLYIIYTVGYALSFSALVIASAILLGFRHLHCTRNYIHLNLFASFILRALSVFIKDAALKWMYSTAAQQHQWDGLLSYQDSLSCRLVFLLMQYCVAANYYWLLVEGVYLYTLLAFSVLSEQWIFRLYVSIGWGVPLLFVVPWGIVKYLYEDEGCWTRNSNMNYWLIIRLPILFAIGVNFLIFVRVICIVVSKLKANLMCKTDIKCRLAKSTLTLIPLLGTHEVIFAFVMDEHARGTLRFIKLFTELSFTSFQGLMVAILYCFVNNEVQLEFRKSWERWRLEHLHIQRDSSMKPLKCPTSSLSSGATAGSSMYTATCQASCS
* hit, by the source's call; u = inconclusive; x = not tested or not shown; & = joins results of further samples; [ ] = another dose, or the depositor's remark. Unless noted, calls follow the shape of the dose curve; as a rule, active = well fitted curve in the direction sought with a large enough effect; inconclusive = small, poorly fitted or top-dose-only effect, or another doubt; inactive = no such curve, though single readings can be large; an effect the other way counts as inactive or inconclusive.

SMILES	IL1B secr inh	KB-3-1 cytotox	SW480 rereplic	DRD3 antagonist	D3 ag	KB-V1 cytotox	HT1080 IDH1KD tx	HT1080-NT tox	GLP1R ag
COCCOc1nc2c(c(=O)n(C)c(=O)n2C)n1Cc1cccc(OC)c1	-16.6	-10.4%	-4.4%	3.2	0.9	u	-20.0%	-8.5%	18.4%
CCn1c(C)c(C(C)=O)c(N2CCN(c3ccc(OC)cc3)CC2)nc1=S	8.4	-7.2%	-9.1%	-20.4	-2.0	8.5%	-0.3%	0.9%	-0.5%
CSc1nc(-c2ccccc2)nn1C(=O)c1ccccc1	-15.2	7.5%	-4.5%	87.1	1.8	14.7%	3.4%	4.5%	-14.4%
Nc1nc(-c2ccco2)nn1C(=O)c1ccc([N+](=O)[O-])cc1	-7.0	-7.0%	-14.2%	-10.3	-2.5	-0.2%	20.5%	u	-1.0%
O=C1OC(OC(=O)c2ccccc2Br)C(N2CCOCC2)=C1Cl (centres undefined)	-12.8	9.3%	9.8%	-22.9	-9.1	-0.9%	-5.7%	-2.8%	-47.6%[inhibitor]
Cc1ccc(/C=C/c2onc(C)c2S(=O)(=O)N2CCC(C(=O)N3CCN(c4cc(C)ccc4C)CC3)CC2)cc1	x	1.9%	x	x	-5.3	7.3%	x	x	-1.8%
O=[N+]([O-])c1ccc(COc2ccc(-c3[nH]ncc3-c3ccccc3)c(O)c2)cc1	-15.0	u	x	-29.6	5.4	u	u	u	0.2%
Cc1nn(-c2ccc(Cl)c(Cl)c2Cl)c(=O)c2ccccc12	0.0	u	-1.8%	0.0	2.1	u	-0.3%[9.24 µM]	-21.9%	-1.4%
CCOc1cc(C2C(C(=O)OC)=CN(Cc3ccc(Cl)cc3)C=C2C(=O)OC)ccc1O	-19.5	-22.8%	u	-18.5	-3.6	-1.4%	u	-19.2%	0.5%
CCCC(=O)C1=C(O)C(C(=O)OC)C(C)(C)CC1=NCCCCCC(=O)O (centres undefined)	6.5	0.0%	-4.6%	4.4	3.0	-0.9%	2.8%	22.8%	3.6%
CC(C)(C)NC(=O)C(c1ccco1)N(C(=O)Cn1nnc(-c2ccc(F)cc2)n1)c1ccccc1 (centres undefined)	0.0	u	-0.6%	4.1	-10.5	3.66µM*	-12.7%	4.8%	-11.3%
COc1ccccc1COc1ccc2c(C)c(CCC(=O)O)c(=O)oc2c1C	28.9	5.5%	-8.4%	0.0	13.5	12.9%	13.6%	11.9%	-1.6%
O=c1ccc2cc(S(=O)(=O)NCc3ccc(Br)cc3)ccc2[nH]1	x	-1.1%	x	x	6.5	-7.4%	x	x	3.1%
COc1ccc(C2(CNC(=O)C(c3ccccc3)c3ccccc3)CCOCC2)cc1OC	u	25.4%	-5.1%	2.1	3.7	u	3.7%[9.24 µM]	3.3%	8.6%
CC1(C)Cc2c(C#N)c(SCCC#N)nc(N3CCOCC3)c2CS1	34.5	1.5%	-4.4%	-5.8	4.2	-1.4%	14.5%	7.3%	u
COc1ccc(C(=O)NCCC2=CCCCC2)cc1	-0.4	-3.5%	-0.6%	3.3	-1.7	-15.5%	10.5%	-2.5%	-2.6%
COc1ccc(CS(=O)(=O)CC(C)(O)c2ccc(Cl)cc2)cc1 (centres undefined)	-13.6	-0.7%	10.3%	-5.1	-8.1	-1.6%	1.1%	-5.7%	-0.9%
C=CC[C@H](CC(=O)N(CCO)Cc1ccccc1)C(=O)N[C@H](C)COC(=O)[C@@H](CC=C)CC(=O)OC(C)(C)C	-8.7	7.8%	-8.5%	0.0	0.7	0.3%	7.7%	6.2%	13.3%
COc1ccc(C(=O)NCc2nnc(SCC(=O)NO)n2Cc2ccccc2)cc1	u	-7.4%	-1.3%	-2.6	0.2	4.5%	-17.8%	-21.8%	-0.6%
Cc1ccc(C2=NN(CC(=O)NCCN(CC(C)C)CC(C)C)C(=O)CC2)cc1	-14.0	-6.8%&1.2%	2.5%	12.1	-1.5&-10.8	0.0%&6.3%	-23.4%	5.9%	-5.1%
O=C(CS(=O)(=O)c1ccccc1)Nc1ccc(Br)cn1	-19.5	-3.3%	-0.8%	-2.9	1.5	16.4µM*	-3.2%	-5.4%	5.8%
CC(=O)Nc1ccc(-c2cc(N)n(-c3ccccc3)n2)cc1	-4.6	-7.2%	5.0%	-3.2	9.1	2.0%	-4.6%	6.4%	10.3%
COc1ccc(N2CCN(CCCNC(=O)c3cc4sccc4n3C)CC2)cc1	u	u	15.1%	-57.3*	-64.5	u	u	u	5.2%
COc1ccc(NC(=O)c2cc3ccccc3o2)cn1	10.0	-5.7%	0.8%	16.7	-3.9	u	13.6%	7.7%	1.0%
COc1ccc(CCNC(=O)COC(=O)C2=NNC(=O)CC2)cc1	-9.3	-4.0%	x	-4.0	0.4	0.0%	-4.1%	-0.2%	14.0%

(further entries)
SMILES	IL1B secr inh	KB-3-1 cytotox	SW480 rereplic	DRD3 antagonist	D3 ag	KB-V1 cytotox	HT1080 IDH1KD tx	HT1080-NT tox	GLP1R ag
Cc1cc(C(=O)NC(C)c2ccc3c(c2)OCO3)cs1 (centres undefined)	-5.2	-12.6%	-18.4%	22.5	27.3	-10.8%	-5.9%	-7.0%	6.5%
COc1cccc(CN2CCNC(=O)C2CC(=O)N(C)CCC2CCOCC2)c1 (centres undefined)	6.7	0.0%	-26.8%	28.8	4.4	u	15.9%	0.8%	2.7%
CCCCCCc1cc2cc(C(=O)Nc3ccccc3OC)c(=O)oc2cc1O	7.0	u	u	19.5	22.3	u	2.3%	5.5%	-5.5%
CCOc1ccc(/C=N/NC(=O)CN2CCCCCCC2)cc1	14.5	-29.0%	-10.4%	-1.4	-6.5	-3.8%	8.9%	0.2%	-0.4%
O=C(Nc1cccc([N+](=O)[O-])c1)c1ccc2nsnc2c1	-17.9	-1.5%	-0.7%	-16.3	-3.4	-5.3%	1.0%	7.2%	11.1%
O=C1NN=C(c2ccccc2)C1Cc1ccccc1 (centres undefined)	0.0	5.7%	-7.1%	0.0	2.8	5.8%	6.2%	5.2%	0.1%
CCN(CC)S(=O)(=O)c1cc([N+](=O)[O-])ccc1NNC(=O)Nc1ccc(F)cc1	2.2	u	-1.0%	-72.4*	-0.5	-25.1%	-3.5%	-1.6%	-2.6%
O=C(NC(=S)Nc1ccccc1O)c1ccc(Cl)cc1Cl	-78.4*	-26.1%	1.6%	-19.0	-8.9	-30.5%	u	-7.4%	11.2%
Cc1cc(Cl)ccc1OCC(=O)OCC(=O)N(CC(C)C)c1c(N)n(Cc2ccccc2)c(=O)[nH]c1=O	-27.9	-5.8%	-70.7%[inhibitor]	u	1.0	14.5%	2.6%	7.6%	9.4%
CSCCC(NC(=O)c1ccccc1Br)C(=O)NCC1CCCCC1 (centres undefined)	-25.1	5.4%	u	-29.7	-13.9	-29.1%	0.7%	-10.4%	-1.7%
Cc1ccc2nc(-c3cccs3)oc(=O)c2c1	1.6	-0.6%	-7.7%	u	-11.4	0.0%	17.1%	12.1%	-18.4%
COCCN1C(=O)C(=O)/C(=C(/O)c2ccc3c(c2)OCCO3)C1c1ccc(C(=O)OC)cc1 (centres undefined)	13.4	6.0%	1.2%	-1.8	2.0	0.0%	-1.4%	1.2%	4.2%
CCOC(=O)C1=C(COC(=O)c2ccc(Br)c(S(=O)(=O)N3CCOCC3)c2)NC(=O)NC1C (centres undefined)	-18.2	14.5%	-18.5%	5.7	1.9	-9.4%	-6.6%	-6.8%	3.8%
CC(C)CC1Nc2ccc(C(=O)NCc3ccc4c(c3)OCO4)cc2NC1=O (centres undefined)	7.8	2.2%	6.0%	-3.2	-5.9	-18.4%	-5.3%	-7.6%	4.9%
Nc1ccccc1C(=O)NCc1ccc(F)cc1	-7.4	-4.5%	-15.4%	24.4	3.0	30.7%	7.8%	4.5%	5.1%
CC(=O)c1sc(C(C)(C)C)cc1NC(=O)/C=C/C(=O)O	-95.9*	u	-2.9%	19.6	3.0	-1.9%	-8.5%	-5.9%	8.6%
O=[N+]([O-])c1ccccc1Nc1ccc(O)cc1	-11.5	-27.5%	-1.8%	u	-22.5	u	-24.7%	-10.8%	18.3%
CCOc1cccc2sc(N3CCN(C(=O)c4ccc5ncsc5c4)CC3)nc12	u	0.0%	-65.8%[inhibitor]	-1.5	-1.5	u	6.8%	6.6%	0.9%

Quoted from the listing:
CCCCCCc1cc2cc(C(=O)Nc3ccccc3OC)c(=O)oc2cc1O in IL1B secr inh is listed with 7.0
Nc1ccccc1C(=O)NCc1ccc(F)cc1 in KB-V1 cytotox is listed with 30.7%

Part of the list above, showing only HT1080 IDH1KD tx, GLP1R ag and DRD3 antagonist:
| canonical_smiles | HT1080 IDH1KD tx | GLP1R ag | DRD3 antagonist |
| --- | --- | --- | --- |
| O=C(Nc1cccc([N+](=O)[O-])c1)c1ccc2nsnc2c1 | 1.0% | 11.1% | -16.3 |
| O=C1NN=C(c2ccccc2)C1Cc1ccccc1 (centres undefined) | 6.2% | 0.1% | 0.0 |
| CCN(CC)S(=O)(=O)c1cc([N+](=O)[O-])ccc1NNC(=O)Nc1ccc(F)cc1 | -3.5% | -2.6% | -72.4* |
| O=C(NC(=S)Nc1ccccc1O)c1ccc(Cl)cc1Cl | u | 11.2% | -19.0 |
| Cc1cc(Cl)ccc1OCC(=O)OCC(=O)N(CC(C)C)c1c(N)n(Cc2ccccc2)c(=O)[nH]c1=O | 2.6% | 9.4% | u |
